# Bfl-1 Bim block – disrupts Bim binding to human Bfl-1; Q16548; Bead-based flow cytometry, Bim-Bfl-1 binding inhibition; inhibition, % at 10 µM; hit rate 0.12% among 190,000;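 note: 0% = wells without compound plus tracer and 100% = blocker peptide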
# Mcl-1 Bim block – human Bim-Mcl-1 interaction inhibition; Q07820; Bead-based flow cytometry, Bim peptide-Mcl-1 binding; inhibition, % at 10 µM; hit rate 0.1% among 190,000; AID 1009;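 note: 0% = no compound tracer wells and 100% = peptide blocker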
# Bcl-W Bim block – inhibitors of Bim-Bcl-W interaction, human; inhibition, % at 10 µM; Q92843; hit rate 0.02% among 190,000; AID 952; bead-based flow cytometry, Bim peptide-Bcl-W binding;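 note: 0% = bound tracer without compound and 100% = peptide blocker; higher means less fluorescent Bim peptide bound to Bcl-W beads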
# Target sequence (Q92843 whole entry, looked up): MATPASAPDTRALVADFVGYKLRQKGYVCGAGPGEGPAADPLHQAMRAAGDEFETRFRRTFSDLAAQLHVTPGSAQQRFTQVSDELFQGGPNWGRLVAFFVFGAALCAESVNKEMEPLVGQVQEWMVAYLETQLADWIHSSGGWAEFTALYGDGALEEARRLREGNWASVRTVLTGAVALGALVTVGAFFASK
# Bim-Bcl-XL – disrupts Bim peptide binding to human Bcl-XL; Q07817; bead flow cytometry, fluorescence; inhibition, % at 10 µM; hit rate 0.04% among 190,000
# Bcl-2 Bim block – inhibitors of Bim-Bcl-2 interaction, human. P10415. Bead-based flow cytometry, Bim peptide-Bcl-2 binding. inhibition, % at 10 µM. hit rate 0.06% among 190,000; in the data active = inhibition above about 40%; inconclusive = no clear call, values can overlap the other calls;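 note: 0% = no compound wells with probe peptide and 100% = reference peptide inhibitor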
# Target sequence (P10415 whole entry, looked up): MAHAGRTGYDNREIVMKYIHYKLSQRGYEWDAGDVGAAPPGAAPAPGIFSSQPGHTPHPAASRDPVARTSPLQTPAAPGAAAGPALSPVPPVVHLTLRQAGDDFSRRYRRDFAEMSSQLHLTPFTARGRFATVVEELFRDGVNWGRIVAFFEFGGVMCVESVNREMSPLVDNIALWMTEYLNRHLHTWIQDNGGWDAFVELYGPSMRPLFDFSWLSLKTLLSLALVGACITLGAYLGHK
# RGS4-Gao reg – human RGS4-Galphao interaction regulation | binding response (% of control), % at 10 µM | P09471 | hit rate 0.33% among 220,000 | Multiplexed bead flow cytometry, RGS4-Galphao binding; actives lie on both sides; in the data active = binding response below about 49% or above about 150%; inactive = in between;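 note: fluorescent Galphao activated with aluminum fluoride binding bead-coupled RGS4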
# Target sequence (P09471 whole entry, looked up): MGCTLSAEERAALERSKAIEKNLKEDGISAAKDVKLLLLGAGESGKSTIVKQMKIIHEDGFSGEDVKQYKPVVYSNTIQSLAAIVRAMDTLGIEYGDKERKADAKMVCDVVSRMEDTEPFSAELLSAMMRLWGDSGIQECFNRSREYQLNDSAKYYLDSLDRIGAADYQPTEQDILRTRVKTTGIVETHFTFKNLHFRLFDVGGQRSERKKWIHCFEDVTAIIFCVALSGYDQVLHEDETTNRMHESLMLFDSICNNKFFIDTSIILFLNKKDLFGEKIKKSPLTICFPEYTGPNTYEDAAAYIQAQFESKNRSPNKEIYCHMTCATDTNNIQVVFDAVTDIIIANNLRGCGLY
# Mcl1 Bid PPI – Mcl-1/Bid interaction inhibition | inhibition, % at 21.7 µM | Q07820 | hit rate 0.97% among 220,000 | TR-FRET Mcl-1/Bid-Dy647 peptide binding, 1536-well;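 active = compounds that cut the binding signal by more than half at the single screening dose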;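 note: His-tagged Mcl-1 with europium anti-His antibody binding Bid BH3 peptide; 0% = Mcl-1 plus peptide wells and 100% = peptide-only wells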
# Bcl-B Bim block – inhibitors of Bim-Bcl-B interaction, human | Q9HD36 | bead-based flow cytometry, Bim peptide-Bcl-B binding | inhibition, % at 10 µM | hit rate 0.073% among 190,000;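 note: 0% = tracer peptide without compound and 100% = reference inhibitor peptide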
# Target sequence (Q9HD36 whole entry, looked up): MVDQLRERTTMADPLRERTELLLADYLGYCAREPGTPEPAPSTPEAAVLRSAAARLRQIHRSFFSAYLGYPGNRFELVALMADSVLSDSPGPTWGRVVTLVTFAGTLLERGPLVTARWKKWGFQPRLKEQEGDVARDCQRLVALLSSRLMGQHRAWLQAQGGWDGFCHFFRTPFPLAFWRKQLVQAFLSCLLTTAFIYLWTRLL
# RGS8-Gao reg – modulates binding of RGS8 to human Galphao; P09471; multiplexed bead flow cytometry; actives lie on both sides; response (percent of control binding), % at 10 µM; hit rate 0.34% among 220,000; AID 1423; in the data active = response below about 60% or above about 140%; inactive = in between;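 note: Galphao activated as the GDP aluminium fluoride complex binding bead-coupled RGS8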
# GSH bead fluor – GSH bead compound fluorescence profile; GSH beads flow cytometry, compound fluorescence 488/530 nm; stronger effect = higher value; fluorescence (KMESF) at 10 µM; hit rate 0.25% among 190,000; AID 1776; in the data active = fluorescence above about 89;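 note: glutathione beads carrying GST-tagged Bcl family fusion proteins plus one bare bead set; values are compound well signal with DMSO vehicle wells as background; inactives centre near 16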
# RGS7-Gao – modulates binding of RGS7 to human Galphao; Multiplexed bead flow cytometry; actives lie on both sides; binding response (% of control), % at 10 µM; hit rate 0.35% among 220,000; AID 1439; P09471; in the data active = binding response below about 49% or above about 150%; inconclusive = no clear call, values can overlap the other calls; inactive = in between;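 note: fluorescent Galphao held in activated GDP-AlF4 state binding bead-coupled RGS7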
# Starred values were filed as active, the others as inactive; ? = inconclusive; [ ] = remark or other dose. Cut-off read from the data, not from the text of the source, unless noted: active = inhibition above about 40%.
SMILES,Bfl-1 Bim block,Mcl-1 Bim block,Bcl-W Bim block,Bim-Bcl-XL,Bcl-2 Bim block,RGS4-Gao reg,Mcl1 Bid PPI,Bcl-B Bim block,RGS8-Gao reg,GSH bead fluor,RGS7-Gao
CC(C)CC(NC(=O)c1ccccc1NC(=O)c1ccccc1)C(=O)O (stereo not drawn),-3,2,-1,-1,-1,98,-17,-2,98,11,95
Nc1cc(=O)nc(SCC(=O)Nc2ccccc2Cl)n1-c1ccccc1,-2,-25,-9,-13,-3,97,-9,-5,101,8,96
CCCCn1nc2cc(C(=O)NCc3ccco3)ccc2c1OCC,-3,-4,-3,-1,-5,102,-14,-5,103,19,98
CCc1ccc(S(=O)(=O)NCc2cn3ccccc3n2)s1,-15,0,0,-4,-16,104,-17,-5,102,22,102
c1coc(Cn2nnnc2CN2CCN(C3CCCC3)CC2)c1,-11,-3,0,-16,-8,95,19,-7,99,49,100
S=c1[nH]nc(-c2ccc3ccccc3n2)n1-c1cc(Cl)cc(Cl)c1,-6,-4,-5,-13,-2,103,-49,-18,97,19,102
CC1(O)C(=O)c2ccccc2N(c2ccccc2)C1=O (stereo not drawn),5,2,1,2,-5,91,10,5,83,19,89
CCn1c(SCC(=O)N/N=C/c2ccc(C)s2)nc2ccccc21,-12,-2,-3,-2,-8,99,10,-11,97,8,97
O=C(Nc1cccc(Br)c1)c1ccc(OC2CSC2)cc1,-4,0,-1,-2,-7,99,-2,-6,101,13,95
O=C(Nc1nnc(Cc2ccccc2)s1)c1ccco1,0,-2,1,4,1,114,-9,-2,101,11,107
COc1cc(/C=N/NC(=O)Cc2csc(N3CCOCC3)n2)cc(OC)c1O,4,3,7,3,1,97,11,-6,100,11,?
O=C1C2C3c4ccccc4C(c4ccccc43)C2C(=O)N1c1ccncc1 (stereo not drawn),-4,2,2,-4,-2,99,-2,-3,101,21,95
CCOC(=O)c1c(C)[nH]c(C(=O)COC(=O)CCS(=O)(=O)c2ccc(C)cc2)c1C,-3,-7,-5,-7,-1,106,-14,-6,105,7,103
CCc1cccc(NC(=O)NC(=O)Cn2nnc(C(=O)OC)c2C(=O)OC)c1,-15,-2,-3,-7,-10,98,-6,-8,101,11,100
COC(=O)c1nnn(-c2nonc2N)c1CSc1ccc(Cl)cc1,-12,-4,-2,-6,-6,102,-22,-9,95,29,103
CC1(c2ccccc2Cl)NC(=O)N(CC(=O)NCCC2=CCCCC2)C1=O (stereo not drawn),6,-1,0,0,1,100,-29,4,99,11,?
COc1cc(NC(=O)NC(C)(C(F)(F)F)C(F)(F)F)cc(OC)c1OC,-7,0,1,-10,-6,113,-2,-6,104,52,110
Cc1cccc(C2C3=C(Nc4[nH]n(-c5ccccc5)c(=O)c42)c2ccccc2C3=O)c1 (stereo not drawn),0,-4,-3,-9,0,105,-38,-5,105,6,103
COc1cc(OC)nc(-n2ncc(OC)c(Br)c2=O)n1,0,-2,-2,-6,0,98,-17,-8,100,11,96
CN(C)/C=N/c1nc2nccc(-c3ccccc3)n2n1,1,-2,4,1,3,98,10,0,101,13,99
Cc1ccc(C)c(C(=O)Nc2c(C(N)=O)oc3ccccc23)c1,-3,-5,-6,-7,-6,100,-9,-5,102,14,101
Cc1cc(C)n(C(=O)COc2ccc(Cl)cc2Cl)n1,4,1,-2,-3,-20,102,-2,0,104,17,102
C=CCSc1nnc2c(n1)OC(c1ccccn1)N(C(C)=O)c1ccccc1-2 (stereo not drawn),-17,-2,-1,-7,-8,122,-17,-8,99,33,168*[activator]
COc1ccc(OC)c(NC(=O)C2C3C=CC(C3)C2C(=O)NCc2ccccn2)c1 (stereo not drawn),-7,1,-1,8,-5,101,-18,-5,101,33,98
CCOc1ccccc1C(=O)OCC(=O)Nc1ncc(C(F)(F)F)cc1Cl,-9,1,2,0,-4,101,4,-6,99,51,97
# New compounds follow
SMILES,Bfl-1 Bim block,Mcl-1 Bim block,Bcl-W Bim block,Bim-Bcl-XL,Bcl-2 Bim block,RGS4-Gao reg,Mcl1 Bid PPI,Bcl-B Bim block,RGS8-Gao reg,GSH bead fluor,RGS7-Gao
CCS(=O)(=O)Nc1ccc2c(c1)OCO2,-6,0,-2,-2,-4,99,-56,-5,104,12,98
COc1cc(C2=NOC(C(=O)Nc3cccnc3)C2)cc(OC)c1OC (stereo not drawn),-8,-3,-3,-1,-2,100,-7,-2,105,15,105
COc1ccc(/C=C/C(=O)N(Cc2ccccc2)c2ccccn2)cc1OC,-10,0,-1,-2,-1,98,-24,-12,82,18,77
O=C1CC(Cc2ccccc2)C(=O)N1Cc1ccco1 (stereo not drawn),-12,1,5,0,1,103,-12,-8,101,9,98
COCc1cc(C)nc(OCC(=O)N/N=C/c2ccc(OC)c(O)c2)c1C#N,-16,-3,-2,-2,-12,101,-27,-5,99,13,102
CC(C)COc1ccc(/C(O)=C2/C(=O)C(=O)N(CCN(C)C)C2c2ccncc2)cc1 (stereo not drawn),2,0,1,3,17,111,-8,4,115,20,108
C(=N\Nc1nc(N2CCOCC2)nc(N2CCOCC2)n1)/c1cccnc1,-11,-2,-3,3,-5,101,-46,-8,102,37,100
Cc1cc(C)nc(NCCO)n1,-4,-1,-3,-2,-2,100,5,-4,101,12,100
O=c1c(Cl)c(N2CCOCC2)cnn1-c1nc2ccccc2[nH]1,-7,-1,-2,-3,-3,100,-4,-4,103,14,103
CC(C)CNC(=S)NNC(=O)c1ccccc1OC(F)F,4,0,2,1,-2,100,-65,-9,100,20,102
Cn1c(Cc2csc(N)n2)nnc1SCC(=O)NC1CCCCC1,-15,0,-1,-7,-7,98,-11,-8,101,20,97
O=C(NC(=S)Nc1ccccc1Cl)c1csnn1,-6,-2,-5,-4,-1,103,3,-5,105,35,100
CCN(CC)CCN1C(=O)C(=O)/C(=C(/O)c2c(C)[nH]c(C(=O)OC)c2C)C1c1cccc(OC)c1 (stereo not drawn),-12,-2,-4,-5,-8,96,-21,-6,96,13,98
CCOc1ccc(C/C(O)=C2\C(=O)CC(C)(C)CC2=NCC(=O)O)cc1OCC,-3,-1,-1,-4,-5,102,-19,-1,102,11,104
CCOC(=O)c1c(NC(=O)c2cccs2)sc(C)c1C,-4,-7,-7,-7,0,98,-15,-4,98,29,97
Cc1ccc(C(C)n2cc(C(=O)NCCN3CCN(C)CC3)nn2)cc1 (stereo not drawn),-1,0,-2,0,0,104,-17,-2,101,17,102
Cn1c(-c2ccccc2)c(C(=O)CCl)c2ccccc21,0,0,1,-1,3,90,-23,1,95,11,?
O=C(NCc1ccc2c(c1)OCO2)C1CCC(CNS(=O)(=O)c2ccccc2)CC1 (stereo not drawn),-22,-5,-3,-9,-10,101,-2,-9,100,24,100
Cc1ccc(S(=O)(=O)CC2CSc3nnc(C)c(=O)n32)cc1 (stereo not drawn),-15,-2,0,-17,-8,97,5,-16,98,30,98
CCCCCOc1ccc(CSCCNC(=S)Nc2ccccc2)cc1,-5,-4,-9,-10,-3,108,-48,-10,112,18,114
COc1ccc(NC(=O)COC(=O)C23CCC(=O)N2c2ccccc2S3)cc1 (stereo not drawn),-8,3,0,-3,-1,96,-22,0,99,4,97
CCc1nnc(NC(=O)CSc2nc3ccccc3c(=O)n2CCCOC)s1,0,0,4,-3,1,102,-3,-5,103,38,100
CCN1CCCC(CO)(Cc2ccccc2)C1 (stereo not drawn),-6,-1,0,-2,-5,94,-7,-7,103,12,99
CCOc1ccc(C(=O)Nc2c3c(nn2-c2ccc(F)cc2)CS(=O)C3)cc1 (stereo not drawn),-10,-1,1,-5,-5,105,-28,-5,103,42,105
COc1ccc(NC(NC(=O)c2ccc(OC)cc2)C(Cl)(Cl)Cl)cc1 (stereo not drawn),-2,-5,-2,-4,-3,102,-21,-1,103,13,102
# Remaining list, next part.
SMILES,Bfl-1 Bim block,Mcl-1 Bim block,Bcl-W Bim block,Bim-Bcl-XL,Bcl-2 Bim block,RGS4-Gao reg,Mcl1 Bid PPI,Bcl-B Bim block,RGS8-Gao reg,GSH bead fluor,RGS7-Gao
Nc1nc(N2CCOCC2)nc2ccccc12,-1,0,-1,-1,-2,94,17,-2,98,15,98
COc1ccc2cnn(Cc3ccccc3)c(=O)c2c1OC,-19,-5,-4,-11,-14,103,-24,-11,102,31,98
CC(C)NC(=O)C(=O)NCCN1CCN(S(=O)(=O)c2ccc(Cl)cc2)CC1,-13,-2,0,-5,-14,102,-14,-11,100,9,100
CCOC(=O)C1CCN(Cc2coc3ccc(Cl)cc3c2=O)CC1,-12,-3,-4,-5,-9,101,26,-8,101,23,102
CCCCNC(=O)/C=C/c1ccc(S(=O)(=O)Nc2ccc(OC)cc2)cc1,-4,-1,-3,-1,-4,102,-30,-4,100,14,?
CN(C)CCSc1nc(-c2ccccc2)nc2c1COC(C)(C)C2,-12,-3,-1,-9,-10,106,-9,-12,104,30,107
O=C1CCCCCN1C(=O)c1ccc(C(=O)N2CCCCCC2=O)cc1,-2,-4,-3,0,-2,102,-22,-4,103,33,103
C/C(Cc1ccccc1)=N\NC(=O)CNC(=O)c1ccccc1Br,0,-4,-1,-6,-1,88,-9,-8,73,4,86
Cc1ccc(-c2nnn(CC(=O)N(c3cccc(F)c3)C(C(=O)NC3CCCC3)c3ccco3)n2)o1 (stereo not drawn),-18,-4,0,-4,-11,95,-2,-6,98,24,99
COc1ccc(S(=O)(=O)N2CCC(C(=O)NCc3cccs3)CC2)cc1,-2,3,1,-1,0,96,-7,0,109,11,96
Cc1cc(C)c2nc(SC3CCOC3=O)cc(C)c2c1 (stereo not drawn),9,2,3,0,3,102,-34,-3,88,17,100
FC(F)(F)c1cccc(Sc2cc(C(F)(F)F)nc(-c3ccccn3)n2)c1,-10,-8,5,-1,-1,98,-9,-5,96,24,97
Cn1cnnc1SCC(=O)NCc1cccc(C(F)(F)F)c1,-1,-1,-1,-1,-5,103,-11,1,98,30,103
CCc1cccc(CC)c1NC(=O)c1ccccc1CCc1ccccc1,-6,-6,-6,-10,-6,101,-11,-11,101,12,102
COc1cccc(S(=O)(=O)Nc2cccnc2)c1,0,-3,1,-1,0,100,-5,-2,103,16,102
CCOC(=O)c1c(C)[nH]c(C(=O)CN2C(=O)C(=O)N(CC(C)C)C2=O)c1C,-10,0,-3,-3,-4,99,-19,-6,102,12,100
Cc1ccc(S(=O)(=O)N2CCC(C(=O)N[C@H](C(=O)NCC3CCCO3)C(C)C)CC2)cc1 (stereo partly drawn),-5,0,1,0,-4,96,-21,-8,96,24,91
COc1ccc(C(c2nnnn2CC2CCCO2)N2CCN(c3ccccc3)CC2)cc1 (stereo not drawn),-1,0,-1,-1,-2,102,-12,-4,102,30,101
O=C(CCN1C(=O)c2ccccc2C1=O)Oc1ccc2ccccc2c1,-1,0,1,-2,-3,95,-3,-1,96,29,92
Cc1cc(SCC(=O)Nc2cccc(S(=O)(=O)NC3=NCCCCC3)c2)c(C)cc1Br,0,0,-2,-5,-3,104,-6,-2,108,10,104

# Looked up by compound from above:
SMILES,Bfl-1 Bim block,Mcl-1 Bim block,Bcl-W Bim block,Bim-Bcl-XL,Bcl-2 Bim block,RGS4-Gao reg,Mcl1 Bid PPI,Bcl-B Bim block,RGS8-Gao reg,GSH bead fluor,RGS7-Gao
COc1ccc(S(=O)(=O)N2CCC(C(=O)NCc3cccs3)CC2)cc1,-2,3,1,-1,0,96,-7,0,109,11,96
Cc1ccc(S(=O)(=O)N2CCC(C(=O)N[C@H](C(=O)NCC3CCCO3)C(C)C)CC2)cc1 (stereo partly drawn),-5,0,1,0,-4,96,-21,-8,96,24,91
COc1cccc(S(=O)(=O)Nc2cccnc2)c1,0,-3,1,-1,0,100,-5,-2,103,16,102

# Screening data as filed in PubChem.
